Screening data from PubChem BioAssay.
3CLpro inhibitor – SARS-CoV 3CLpro protease inhibition; recombinant SARS-CoV 3CLpro, quenched FRET peptide cleavage; inhibition, % at 6 µM; hit rate 0.14% among 290,000; AID 1706; in the data active = inhibition above about 12%
TcdB GH inh – TcdB glycohydrolase inhibition; TcdB glycohydrolase enzymatic assay, plate reader; inhibition, % at 9.99 µM; hit rate 0.24% among 350,000; in the data active = inhibition above about 10%
Y pestis TopoI – blocks Yersinia pestis topoisomerase I activity. Y. pestis Topo-I cleavage product accumulation, plate reader. activity, % at 10 µM. hit rate 0.064% among 360,000. AID 504884; in the data active = activity above about 50%, passing the limit was not always enough; inconclusive = no clear call, values can overlap the other calls; note: inactives centre near 2
VHR inh abs – DUSP3 (human) phosphatase inhibition; recombinant VHR phosphatase, pNPP absorbance; P51452; AID 1654; hit rate 0.52% among 290,000; inhibition, % at 13.3 µM; in the data active = inhibition above about 50%; note: some compounds called inactive have numbers as strong as hits
CCHF vOTU inh – blocks the CCHF virus ovarian tumor domain protease | hit rate 0.55% among 370,000 | CCHFV vOTU protease, Pep-AMC fluorescence | inhibition, % at 11.5 µM; in the data active = inhibition above about 30%; note: 0% = vehicle wells with enzyme and 100% = no enzyme wells
PfHsp40 yeast – rescue of PfHsp40-mediated yeast toxicity. S. cerevisiae expressing PfHsp40, growth rescue, ATP luminescence. growth rescue, % at 12.5 µM. hit rate 0.68% among 340,000. AID 504582; in the data active = growth rescue above about 28%, passing the limit was not always enough; inconclusive = no clear call, values can overlap the other calls;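 note: yeast W303a lacking pdr1 and pdr3 grown in galactose medium; growth measured after three days at 30 °C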
Anthrax LF inh2 – inhibitors of Bacillus anthracis lethal factor protease. multiplex microsphere protease cleavage assay, LF. inhibition, % at 10 µM. hit rate 0.12% among 360,000. AID 588501; note: plate controls were buffer without enzyme for full effect and enzyme alone for no effect
Vc quorum ag – quorum light induction in luxS cqsA deficient V. cholerae; V. cholerae BH1578 lux reporter, luminescence, 6 h; activation, % at 18.7 µM; hit rate 0.16% among 350,000; AID 588436; in the data active = activation mostly above about 9.7%, no sharp cut-off; inconclusive = no clear call, values can overlap the other calls; inactive = mostly below about 3.7%; note: not every result past the cut was called active; inactives centre near 0; reference of the scale not given here
BoNT A protease – inhibitors of Botulinum neurotoxin A light chain protease. inhibition, % at 10 µM. multiplex microsphere protease substrate cleavage, flow cytometry. hit rate 0.17% among 360,000; note: plate controls were buffer without enzyme for full effect and enzyme alone for no effect
SSB-PriA inh – K. pneumoniae PriA-SSBct interaction inhibition | AlphaScreen SSBct-PriA binding, biotinylated peptide | inhibition, % at 33 µM | hit rate 0.6% among 430,000; in the data active = inhibition mostly above about 37%, no sharp cut-off; inactive = mostly below about 20%;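 note: plate controls were negative control peptide for no effect and reference peptide for full effect; strong numbers were not always called active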
* marks the source's active call; other numbers are inactive results; i = inactive; ? = inconclusive; · = no result given. Cut-off read from the data, not from the text of the source, unless noted: active = inhibition above about 30%; inconclusive = no clear call, values can overlap the other calls; inactive = below that.

SMILES	3CLpro inhibitor	TcdB GH inh	Y pestis TopoI	VHR inh abs	CCHF vOTU inh	PfHsp40 yeast	Anthrax LF inh2	Vc quorum ag	BoNT A protease	SSB-PriA inh
CCOC(=O)C(NC(=O)c1ccc(Cl)cc1Cl)(Nc1ccc(C)cc1)C(F)(F)F (stereo not given)	5	·	4	14	-3	-0.3	0	i	0.7	-11
CC1=C(C(=O)OC(C)C)C(c2cccs2)n2ncnc2N1 (stereo not given)	-4	5.1	3	6	0	-1.6	-2	i	0.6	10
O=C(CCCc1ccccc1)N=C1SC2CS(=O)(=O)CC2N1c1ccccc1 (stereo not given)	4	1.7	18	-20	8	-1.3	-3	i	-1.6	-6
Cc1cc(-c2ccccc2)nc2oc(C(=O)NN)c(N)c12	2	-0.7	-3	14	-10	0.2	·	-0.2	·	-7
Cc1nc(-c2ccccc2)nc2[nH]ccc(=O)c12	-2	·	-8	2	0	-0.9	2	·	0.3	1
COC(=O)Cc1ccc(N(Cc2ccccc2F)S(=O)(=O)c2ccc(Cl)cc2)cc1	-4	-7.2	31	-14	32*	-1.7	-2	i	1.2	-11
Cc1ccc(CNC(=O)CCCOc2cc(=O)n(C)c3ccccc23)o1	4	·	15	-18	-5	0.1	-8	3.1	-0.7	-4
CC(NC(=O)C1CC=CCC1C(=O)O)C1CC2CCC1C2 (stereo not given)	1	·	-3	14	-1	-0.4	-3	i	0.1	-13
O=C(CSc1nc(-c2ccc(F)cc2)cs1)NCC1CCCO1 (stereo not given)	·	1.6	9	·	1	-1.5	-5	·	0.6	-2
O=C(c1cccs1)C1CN2CCC1CC2 (stereo not given)	1	·	0	10	11	0.6	4	i	0.5	7
COc1ccccc1NC(=O)NCCc1ccccc1	4	1.3	5	11	-9	?	0	-0.8	0.4	-9
CCOc1ccccc1-n1c(SCC(=O)N2CCOCC2)nc2ccccc2c1=O	7	0.1	13	14	-5	0.3	-1	-1.6	1.2	6
Cc1ccnc(NC(=O)CCC(=O)N(CC(=O)NCc2ccc(F)cc2)Cc2ccco2)c1	0	1.2	0	2	7	1.0	-2	-0.2	-1.8	-1
COc1ccc(C)cc1NC(=O)C1CC1c1ccccc1 (stereo not given)	·	1.3	3	·	-1	3.8	-10	-0.5	0.1	-5
CC(=O)c1ccc(-n2c(CCC(=O)O)ccc2-c2ccc(Br)cc2)cc1	-3	-0.3	-7	-8	3	-0.4	14	i	1.1	9
CCN(CC)c1c([N+](=O)[O-])c(=O)n(C)c2ccccc12	2	5.8	4	20	6	-2.3	-2	-0.5	-1.1	-1
CC1CCN(S(=O)(=O)c2cccc(-c3nnc(-c4cccnc4)o3)c2)CC1	5	·	5	-8	-15	-0.3	-4	-3.0	0.2	-7
CCn1c(=NC(=O)CS(=O)(=O)c2ccccc2)sc2cccc(OC)c21	·	1.1	13	·	-5	0.5	?	-0.6	14	-5
Cn1c(NCc2c[nH]c3ccccc23)nc2ccccc21	-1	-0.8	-6	0	2	5.5	-5	-0.4	-0.4	5
CC(C)(C)NS(=O)(=O)c1ccc(NC(=S)NC(=O)C2CC2)cc1	1	1.4	9	0	14	0.3	2	i	0.5	4
Cc1ccc2c(c1)N(C(=O)CCC(=O)NCCCN(C)Cc1ccccc1)CCO2	1	0.7	7	37	10	0.5	-11	-0.3	-0.9	2
CCOC(=O)c1ccccc1NC(=O)c1ccc(F)cc1	-2	0.4	2	-13	-10	1.9	-4	4.0	0.1	-26
COC(=O)NNC(=O)COc1ccc2ccccc2c1Br	-3	0.5	4	0	-1	0.3	-2	-0.3	0.9	1
C/C(=N\Nc1cccc(C(F)(F)F)c1)c1ccc(O)cc1	3	-2.1	-29	9	-3	0.2	-4	i	-0.2	·
CCOc1ccc(C(=O)NCC(=O)Nc2ncccc2C)cc1OCC	·	1.8	-7	·	-6	-1.2	0	1.8	1.2	0
Nc1ccccc1C(=O)N/N=C1\C2CN3CCN(C2)CC1(c1ccccc1)C3	0	·	3	-4	-20	-1.6	-10	-0.3	1.2	·
Cc1ccc(SCCN2C(=O)NC(C)(C)C2=O)cc1	-2	2.1	8	4	-17	-2.5	-10	-2.6	0.7	-12
Cc1ccnc(NC(=O)c2ccccc2NC(=O)c2ccccc2)c1	-5	-4.5	7	18	7	1.2	-5	i	-2.2	2
CCOC(=O)c1c(SCC(=O)Nc2nc(C)cs2)nc(=O)[nH]c1C	-5	1.6	2	-9	9	-1.7	4	-0.3	0.5	6
Cc1c(C(=O)N2CCC(C)CC2)oc2ccc3c(c12)C(O)CC1(CCCCC1)O3 (stereo not given)	0	-2.3	16	15	8	9.1	1	-0.3	-0.3	2
Cc1ccc(NC(=O)COC(=O)c2ccc(-n3nc(C)cc3C)cc2)c(F)c1	·	0.9	11	·	-5	-1.0	·	i	·	-7
COc1ccc(NC(=S)NNC(=O)c2ccccc2OC(F)F)cc1	-2	·	-11	-7	-5	0.5	-2	0.4	-0.3	-17
COc1ccc(-c2nn(-c3ccccc3)cc2C(=O)NCC2CCCO2)cc1 (stereo not given)	3	1.3	21	4	-4	1.5	-3	-1.3	1.2	2
COc1cccc(CNC(C)C(=O)Nc2ccc3c(c2)OCCO3)c1 (stereo not given)	-3	1.5	7	8	3	-2.5	-4	-1.0	0.1	8
CCn1c(SCC(=O)N2CCCC2)nc2c1c(=O)n(C)c(=O)n2C	-1	2.1	-1	12	-3	-0.5	-6	-5.6	-0.4	-4
O=S(=O)(N/N=C/c1cccnc1)c1ccc(Cl)c(Cl)c1	0	-1.7	-6	10	2	1.6	7	-0.6	?	i
COc1cccc2cc(-c3nnc(-c4ccccc4)o3)c(=O)oc12	1	0.0	5	4	9	-0.1	0	0.0	1.8	4
CCCCCCSc1ccc([C@@H]2[C@@H]3C(=O)N(CC)C(=O)[C@@H]3[C@]3(C(=O)OC)CCCCN23)cc1OC	·	0.8	-2	·	14	2.9	0	0.5	-1.6	5
CCOC(=O)N1CCN(C(=O)c2cc3c(-c4cccc(OC)c4)nn(C)c3s2)CC1	0	-0.1	35	16	3	0.6	14	-0.5	4.1	0
COc1cc(-n2c(=O)c3ccccc3n(Cc3cccc(F)c3)c2=O)cc(OC)c1OC	4	1.3	10	2	11	-0.5	2	i	-0.2	-8
CCOc1cccc(CN2CCN(CCCc3ccccc3)C(CCO)C2)c1O (stereo not given)	-1	0.7	9	35	-5	-0.9	22	-0.4	0.0	6
CC(C)(C)c1ccc(C(=O)NC(=O)CSc2n[nH]c(N)n2)cc1	·	-0.3	-1	·	4	0.4	2	i	0.2	-8
CCCCN(Cc1cc2cc(C)ccc2[nH]c1=O)C(=O)c1ccccn1	5	2.1	11	23	8	-0.1	-1	-0.3	-0.2	-11
O=C(Nc1nc(=O)n(C(=O)c2cccc(C(F)(F)F)c2)s1)c1ccccc1	1	0.8	6	7	-2	0.1	-10	-0.4	-1.9	-14
O=S(=O)(NCc1ccccc1)c1cccc2cccnc12	6	·	-7	-2	5	-0.6	0	-0.3	0.1	-5
Cc1nc2ccc(NC(=O)/C=C/C(=O)O)cc2nc1C	-16	0.0	1	22	0	·	-4	-0.4	0.3	-14
C/C(CCc1ccco1)=N/NC(=O)CCC(=O)Nc1cccc(Cl)c1	3	·	-4	25	6	0.7	0	-0.3	1.2	·
Cc1nc(NC(=O)c2cccs2)ccc1Br	0	0.1	8	25	-13	0.4	0	-0.3	0.3	-20
O=[N+]([O-])c1cnn(-c2nc(-c3cccs3)cc(C(F)(F)F)n2)c1	-1	1.1	0	24	-2	-1.0	3	1.0	-0.6	-10
Cc1ccc(N2CC(C(=O)NC3CCSC3=O)CC2=O)cc1 (stereo not given)	3	·	0	11	-1	-1.3	-3	-0.3	-0.3	4
CC(=O)N1CC(=O)Nc2ccc(F)cc2C1c1ccccc1 (stereo not given)	-5	-0.3	-5	78	-14	1.0	3	-1.4	-3.7	1
COC(=O)[C@H](Cc1ccccc1)NC(=O)Cn1cnc(C(=O)Nc2ccc(C)c(C)c2)n1	·	-0.4	22	·	8	0.9	0	i	-0.2	-5
Cc1ccc(C)c(NC(=S)N(Cc2ccc(Cl)cc2)Cc2ccc(C(=O)O)cc2)c1	5	4.9	?	-2	-1	13	-5	-0.4	-0.5	-4
Cn1c(SCC(=O)Nc2ccccc2O)nnc1-c1ccco1	0	1.8	5	-20	2	1.4	5	-0.7	4.7	0
C[C@@H]1CN([C@@H](C)CO)C(=O)c2cc(NC(=O)CCC(F)(F)F)ccc2O[C@H]1CN(C)Cc1ccc(Cl)c(Cl)c1	·	0.5	8	·	19	-0.3	-4	5.6	-0.8	8
CSc1ccccc1OCc1cc(C(=O)NCCCc2ccccc2)no1	4	2.0	58*	23	-3	2.3	-6	-0.8	-0.3	0
CCOc1ccccc1C(=O)NCC(=O)NCC1CCCCC1	1	-2.4	2	26	6	-1.0	1	-1.2	-1.6	-1
C=CCN1CC2(c3ccccc3)CN(CC=C)CC(c3ccccc3)(C1)C2=O	1	-0.1	0	39	8	0.2	1	0.8	0.1	-9
CN1CCN(C(=O)CCNC(=O)Cn2cnc3ccccc3c2=O)CC1	-4	-0.9	1	15	-7	-0.1	2	-0.3	-0.3	-1
O=C(Nc1cc(Cl)ccc1Cl)Nn1cnnc1	-1	2.3	-2	10	2	-1.0	2	-0.1	-3.5	-6

Among those listed so far, 10 contain an aryl methoxy group.
SMILES	3CLpro inhibitor	TcdB GH inh	Y pestis TopoI	VHR inh abs	CCHF vOTU inh	PfHsp40 yeast	Anthrax LF inh2	Vc quorum ag	BoNT A protease	SSB-PriA inh
COc1ccccc1NC(=O)NCCc1ccccc1	4	1.3	5	11	-9	?	0	-0.8	0.4	-9
COc1ccc(C)cc1NC(=O)C1CC1c1ccccc1 (stereo not given)	·	1.3	3	·	-1	3.8	-10	-0.5	0.1	-5
CCn1c(=NC(=O)CS(=O)(=O)c2ccccc2)sc2cccc(OC)c21	·	1.1	13	·	-5	0.5	?	-0.6	14	-5
COc1ccc(NC(=S)NNC(=O)c2ccccc2OC(F)F)cc1	-2	·	-11	-7	-5	0.5	-2	0.4	-0.3	-17
COc1ccc(-c2nn(-c3ccccc3)cc2C(=O)NCC2CCCO2)cc1 (stereo not given)	3	1.3	21	4	-4	1.5	-3	-1.3	1.2	2
COc1cccc(CNC(C)C(=O)Nc2ccc3c(c2)OCCO3)c1 (stereo not given)	-3	1.5	7	8	3	-2.5	-4	-1.0	0.1	8
COc1cccc2cc(-c3nnc(-c4ccccc4)o3)c(=O)oc12	1	0.0	5	4	9	-0.1	0	0.0	1.8	4
CCCCCCSc1ccc([C@@H]2[C@@H]3C(=O)N(CC)C(=O)[C@@H]3[C@]3(C(=O)OC)CCCCN23)cc1OC	·	0.8	-2	·	14	2.9	0	0.5	-1.6	5
CCOC(=O)N1CCN(C(=O)c2cc3c(-c4cccc(OC)c4)nn(C)c3s2)CC1	0	-0.1	35	16	3	0.6	14	-0.5	4.1	0
COc1cc(-n2c(=O)c3ccccc3n(Cc3cccc(F)c3)c2=O)cc(OC)c1OC	4	1.3	10	2	11	-0.5	2	i	-0.2	-8

The list is partial; the hit share may differ from the screen's.
